Screens as filed in PubChem.
NPYLR7 agonist – mosquito NPYLR7 agonism | 0.15% of 270,000 active | AID 1259423 | activation, % at 10 µM | HEK293T NPYLR7/Galpha15, GCaMP6s calcium fluorescence; in the data active = activation above about 40%;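 note: 0% = vehicle and 100% = reference agonist at the receptor; some compounds past the cut are filed as inactive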
hcGAS lum – human cGAS inhibition; Q8N884; 0.081% of 290,000 active; inhibition, % at 12.5 µM; recombinant h-cGAS, ATP depletion, Kinase-Glo luminescence;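 note: 0% = vehicle reaction and 100% = reaction without DNA for no activity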
Target sequence (Q8N884 whole entry, looked up): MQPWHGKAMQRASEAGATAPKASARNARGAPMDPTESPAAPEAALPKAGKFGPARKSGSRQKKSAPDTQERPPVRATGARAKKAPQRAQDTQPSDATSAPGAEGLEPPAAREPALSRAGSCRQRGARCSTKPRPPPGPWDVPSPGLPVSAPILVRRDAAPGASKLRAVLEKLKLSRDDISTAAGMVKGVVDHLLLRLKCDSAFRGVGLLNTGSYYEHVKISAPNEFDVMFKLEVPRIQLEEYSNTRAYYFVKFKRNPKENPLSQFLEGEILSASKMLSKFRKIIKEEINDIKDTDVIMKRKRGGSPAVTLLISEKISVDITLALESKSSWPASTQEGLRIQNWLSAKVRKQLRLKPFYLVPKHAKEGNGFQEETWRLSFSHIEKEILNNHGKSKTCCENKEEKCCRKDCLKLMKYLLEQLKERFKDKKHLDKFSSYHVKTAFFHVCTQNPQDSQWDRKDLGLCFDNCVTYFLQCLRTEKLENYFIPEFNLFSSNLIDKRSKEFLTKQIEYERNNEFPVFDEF
mcGAS inh – inhibitors of mouse cGAS; Q8C6L5; recombinant cGAS, Kinase-Glo ATP depletion luminescence; inhibition, % at 12.5 µM; 0.15% of 160,000 active;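 note: 0% = negative control wells and 100% = reference inhibitor with no enzyme activity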
* = called active by the depositor; . = not tested or not shown; & = joins results of further samples. Cut-off read from the data, not from the text of the source, unless noted: active = inhibition above about 40%; inactive = the rest.

compound	NPYLR7 agonist	hcGAS lum	mcGAS inh
CC(C)NC(=O)C1(C)CCCN1Cc1cc2ccccc2o1 (stereo not given)	6.0	-10.0	.
O=C(CCCc1cccs1)Nc1ccc(Cl)cn1	-3.3	-6.1	.
COc1ccc(C(=O)N2CCN(Cc3cc(=O)c(OCc4ccc(-c5ccccc5C#N)cc4)co3)CC2)cc1OC	9.1	3.2	0.5
Oc1c2cccnc2cn1CCc1csc(-c2ncccn2)n1	1.0	-0.3	-9.7
CC(=O)ON=C(C)c1cc(C(C)(C)C)cc2c1CCC2(C)C	12.4	-3.4	.
CCC(=O)Nc1c(-c2ccc(F)c(F)c2)nc2ccccn12	-13.1	-9.6	-7.8
COc1cccc(CN2CCCC3(CCN(C(=O)c4cccnc4OC)C3)C2=O)c1 (stereo not given)	19.4	-7.7	.
CNC(=O)CCCc1nnc2n(C)c(=O)c3sccc3n12	3.1	-3.8	.
COc1ccc([N+](=O)[O-])cc1N1CCCCC1=O	-1.1	-5.4	.
CN(Cc1ccc(N(C)C)cc1)C(=O)Cn1cc(Br)c(=O)[nH]c1=O	-0.9	10.9	.
COc1cccc(CC(=O)N(Cc2ccccc2)Cc2nc3cc(Cl)ccc3o2)c1	3.6	-1.3	-3.2
CC(c1ccncc1)N1CCN(c2ccc(S(N)(=O)=O)cc2)CC1 (stereo not given)	12.1	-7.2	.
Cc1cc(C)n(-c2ccc(N3CCN(C(=O)C4CCCCC4)CC3)nn2)n1	-3.8	-6.0	-8.8
CC(Nc1ccc(N2CCCC2=O)cc1)C(=O)Nc1ccccc1C(C)C (stereo not given)	-9.1	2.9	.
CCC(=O)Nc1nnc(SCc2cc(=O)c(OC(=O)c3cccc4ccccc34)co2)s1	-1.7	1.5	1.8
O=C(NCCNC(=O)C1CCN(C(=O)C2CC2)CC1)c1ccccc1	2.8	-0.7	-2.2
COc1ccc2c(c1)c(C)cc[n+]2Cc1ccccc1	-8.1	-0.5	-5.8
COC(=O)c1ccc(CN2C(=O)C(C)ON=C2c2ccccn2)o1 (stereo not given)	0.1	-6.7	.
CCCc1nc(C(=O)N2C[C@@H](N)C[C@H]2C(=O)NC(C)C)cs1	3.7	-5.4	.
CCCC(NC(=O)c1ccc(C(C)=O)cc1)c1ccccc1 (stereo not given)	-5.2	-10.2	.
COc1ccc(OC)c(S(=O)(=O)Nc2ccc(NS(=O)(=O)c3ccc4c(c3)CN(C(=O)C(F)(F)F)CC4)cc2)c1	16.1	-5.5	-6.4
O=C(Nc1cnc2n1CCCC2)[C@H]1CCCN1	6.0	0.5	0.5
CC(C)Nc1cc(-c2ccc(S(C)(=O)=O)cc2)ncn1	3.2	-2.8	-9.8
Cc1ccc(C(=O)N2CCN(c3ccc(-n4cccn4)nn3)CC2)cc1	3.4	-3.1	.
COc1ccc(COC(=O)N/N=C(/C)CC(=O)Nc2c(C)cc(C)cc2C)cc1	4.2	-7.2	.
CC(C)N(C)C(=O)CN1CCc2c(cccc2NC(=O)Nc2ccccc2)C1	3.7	-4.7	.
COCCNC(=O)Cn1nc2c(c1NC(=O)Cc1noc3ccccc13)CSC2	-2.5	-4.7	-7.2
O=C(NCCCCn1ccnc1)c1cc(N2CCCC2=O)ccc1F	2.4	-6.4	.
CCC(C(=O)NCc1cnn2ccccc12)n1cccn1 (stereo not given)	6.4	-1.2	.
CCc1nc2ccc(C(=O)Nc3ccc(Cl)c(Cl)c3)cn2c1N(C)C=O	1.3	2.1	0.7
O=S(=O)(CCN1CCCC1Cc1ccccc1Cl)c1ccccc1 (stereo not given)	3.4	-6.7	-14.2
Cc1ccccc1-n1ncc(C(=O)NCc2ccccn2)c1-c1ccccc1	-0.9	-3.4	1.4
Cc1ccc(-c2nnc(CNCCc3c[nH]c4ccccc34)o2)n1C	11.2	-7.5	.
CCCc1ccc(S(=O)(=O)Nc2cc(Cl)ccc2Sc2nncn2C)cc1	6.4	-5.1	.
CC1ON=C(c2ccccn2)N(Cc2ccccc2F)C1=O (stereo not given)	-0.8	-2.3	.
O=C(Nc1nc([C@@H]2O[C@H](CO)[C@@H](O)[C@H](O)[C@H]2O)cs1)NC1CCCCC1	19.6	-5.2	-4.4
CCc1nc2ccc(C(=O)N(CC)CCN(C)C)cn2c1N(C)Cc1nccs1	-2.4	-6.1	-6.8
COc1cccc(F)c1-c1ccc(C(O)CN2CCOCC2)cc1 (stereo not given)	-4.1	6.8	0.5
COC(=O)c1ncn(Cc2ccc(F)cc2C#N)n1	2.3	-8.0	-16.7
CC1=C(C(=O)N2CCC(C(=O)Nc3cccc(-c4nnc(C)s4)c3)CC2)OCCO1	-1.0	-5.9	.
COc1ccc(CNC(=O)CCn2c(=O)oc3ccccc32)cc1	27.6	2.8	.
CCOC(=O)N1CCN(C(=O)c2cc3ccccc3cc2NC(=O)C(C)C)CC1	13.9	-3.6	.
CCOC(=O)C1=C(C)N(C)C(=O)NC1c1ccc(F)c(F)c1 (stereo not given)	-14.0	2.8	.
Cc1nnc(-c2cc3ccccc3n2CC(=O)Nc2ccccc2)o1	16.3	-10.3	-7.8
COc1ccc(CN(C)C(=O)Cc2c(C)nc3nc(N)nn3c2C)cc1F	-0.5	-9.0	.
Fc1ccccc1OCCN1CCN(c2cc(Cl)ncn2)CC1	0.9	-8.1	.
FC(F)(F)c1nc2ccccc2n1-c1cc(-c2ccccc2)[nH]n1	1.3	-5.7	.
Cc1ccccc1CN1CCCN(C(=O)CNC(=O)C2c3ccccc3C(=O)N2C2CC2)CC1 (stereo not given)	-3.1	0.9	.
c1ccc2[nH]c(-c3cscn3)nc2c1	-1.6&-13.1&-5.3	-4.2&-0.4&-6.9	.
COc1ccc(CNC(=O)Cn2c(C)cc3nc4sc(C)nn4c(=O)c32)cc1OC	-7.9	-0.7	.

Arranged by number of heavy atoms (high to low): 3 of the compounds above.
compound	NPYLR7 agonist	hcGAS lum	mcGAS inh
CC(Nc1ccc(N2CCCC2=O)cc1)C(=O)Nc1ccccc1C(C)C (stereo not given)	-9.1	2.9	.
CCC(C(=O)NCc1cnn2ccccc12)n1cccn1 (stereo not given)	6.4	-1.2	.
COc1ccc2c(c1)c(C)cc[n+]2Cc1ccccc1	-8.1	-0.5	-5.8

Other structures
compound	NPYLR7 agonist	hcGAS lum	mcGAS inh
Cc1ccc2sc(N(Cc3cccnc3)C(=O)c3ccc(S(=O)(=O)N(C)C)cc3)nc2c1C	-2.7	-8.7	-8.6
CCc1nn(-c2cccc(Cl)c2)c(CC)c1C(=O)N1CCN(C(C)=O)CC1	20.9	-10.2	-6.1
NS(=O)(=O)c1ccc(CCC(=O)NCC2(c3ccccc3)CCC2)cc1	-1.7	-5.2	-7.4
Cc1nsc(N2CCCN(CC(=O)Nc3oc(C)c(C)c3C#N)CC2)n1	2.7	-10.0	-14.3
O=C(N=C(c1ccccc1)C(Cl)Cl)NC(=C(Cl)Cl)c1ccccc1	-0.7	-11.0	.
O=C(C1CCCC1)N(CCN1CCOCC1)Cc1c(-c2ccccc2)noc1N1CCCC1	4.3	-6.1	-7.5
Cc1cc2nc(N(CCCN3CCOCC3)C(=O)C3COc4ccccc4O3)sc2cc1C (stereo not given)	-3.7	-1.7	-4.7
Cc1ccc(C2=N/C(=C\c3ccccc3C(F)(F)F)C(=O)O2)cc1C	-3.2	-0.5	.
CC(Sc1nnc(NCCc2ccccc2)s1)C(=O)N1CCCCCC1 (stereo not given)	7.5	-1.2	.
CN(Cc1nc2ccccc2[nH]1)Cc1nc(-c2ccc3c(c2)OCO3)no1	4.4	-1.4	.
Cc1cc(OC(=O)c2ccccc2)cc(=O)o1	-3.8	7.6	.
CCSc1nnc(SCC(=O)NC23CC4CC(CC(C4)C2)C3)s1	1.3	-10.6	-5.4
COc1cccc(OC)c1C(=O)N1CCC2(CC1)C(=O)N(CC(=O)NCc1ccc3c(c1)OCO3)CN2c1ccccc1	0.0	-5.8	-2.0
Cc1ccc(C(=O)Nc2c(N)nc(SCC(=O)N3CCc4ccccc43)[nH]c2=O)cc1	-7.5	-0.1	-7.0
Cc1nc(-n2ccc3nc4ccn(CCC(C)C)c(=O)c4cc3c2=O)n[nH]1	2.3	-4.2	.
CN(Cc1cc(C(C)(C)C)n[nH]1)C(=O)C(C)(C)NC(=O)c1cccs1	4.5	-0.9	-12.9
COc1cccc(-c2cnc3c(NC=O)cc(-c4ccc(O)c(OC)c4)cn23)c1	-3.4	-2.9	-6.3
O=C(CSc1nnc(CN2CCCC2)o1)NC(=O)NCc1ccco1	5.3	-9.0	.
CN1CCCN(C[C@H]2C[C@H](CO)CN(C(=O)Cn3ncnn3)C2)CC1	.	-4.9	-5.1
CCCc1nn(C)c2c(=O)[nH]c(-c3cc(S(=O)(=O)N4CCN(C)CC4)ccc3OCC)nc12	-8.1&-6.1	-3.5&-3.1	.
COc1cc(C)ccc1S(=O)(=O)N1CC[C@H]2CC[C@@H](C1)N2	1.7	-4.2	-5.6
COC(=O)[C@H]1[C@H]2C[C@@H]3c4[nH]c5cc(OC)ccc5c4CCN3C[C@H]2C[C@@H](OC(=O)c2cc(OC)c(OC)c(OC)c2)[C@@H]1OC	22.5&5.0&-2.8	-3.4&2.8&-2.8	-2.7&-2.1
CN[C@H]1C[C@@H](N)[C@H](O)[C@@H](O[C@@H]2O[C@H](CO)[C@@H]3OC4(O[C@@H]3[C@@H]2O)O[C@H](C(N)CO)[C@H](O)[C@H](O)[C@H]4O)[C@@H]1O (stereo not given in full)	-5.8	-4.4	-3.7
O=C(NCCNc1cccc2ccccc12)C1CC=CCC1C(=O)N1CCc2c([nH]c3ccccc23)C1 (stereo not given)	-12.6	-1.5	.
Cc1ccsc1C(=O)Nc1cccc(C#Cc2ccccn2)c1	3.4	-4.7	.
C=CCN=c1scc(-c2ccco2)n1N=Cc1cc(OC)ccc1O	3.8	-8.0	-7.2
CC(C)(C)c1ccc(C(=O)NCc2nnnn2-c2ccc(Cl)cc2)cc1	-3.7	-2.0	-6.7
CCOC(=O)c1c(NC(=O)c2cccnc2OCC)sc2c1CCCS2	15.1	-11.3	.
COCCCNc1ncnc2sc(C(=O)NCC(C)C)c(C)c12	24.5	-4.9	-10.3
COc1ccc(CCNC(=O)CN(Cc2ccccc2)c2nc(Cc3ccc(C)cc3)ns2)cc1OC	-9.3	-17.3	-7.1
CC1CCN(CCNC(=O)c2ccc(Br)cc2)CC1	0.2	-18.0	.
C=c1cc(C)n(CC(=O)Nc2ccccc2)c(=O)c1=C1N=C(c2ccc(OC)cc2)NO1	-2.1	-4.2	-10.3
Cc1cccc(CNC(=O)CCNc2ccccc2)c1	-0.4	-0.5	.
Cc1cc(NC(=O)CN(C)CC(=O)Nc2cccc(F)c2)n(-c2ccccc2)n1	1.3	-2.6	.
Cc1cc(C)cc(-n2cc(C(=O)N3CCC(NC(=O)c4cccnc4)CC3)nn2)c1	-8.1	-0.1	.
CN1CCc2c(sc(NC(=O)CN3C(=O)c4ccccc4C3=O)c2-c2nc3ccccc3s2)C1	2.0	0.5	-6.4
CCOCCCNC(=O)c1c(C(F)(F)F)nn(C2CCCN(C)C2)c1C (stereo not given)	9.2	0.4	.
COc1ccc(CNC(=O)c2cnn3c(C(F)(F)F)cc(-c4ccc5c(c4)OCO5)nc23)cc1	7.4	-5.3	-4.0
C=CC[C@@H]1CC=C[C@@H](C)N1C(=O)c1oc(CC)nc1C	11.5	-8.0	-11.7
C[C@]12CC[C@@H](O)C[C@H]1CCc1ccccc12	-9.9	-5.4	-0.5
CCc1nc2ccc(C(=O)NCCN3CCNC3=O)cn2c1N(C)CCN1CCOCC1	0.5	-1.3	0.0
COC(=O)c1c(N)sc(C)c1-c1cccc(Cl)c1	1.4	-1.9	.
Cc1nc(SC(C)c2ccc3ccccc3c2)n[nH]1 (stereo not given)	-6.4	1.3	.
CSc1ccc(N2CC(C(=O)N(C)C3(C#N)CCC3)CC2=O)cc1 (stereo not given)	10.9	-6.8	-14.3
CCC(c1n[nH]c(CCc2ccccc2)n1)n1cccn1 (stereo not given)	-8.2	0.0	-4.0
Cc1ccc2oc(-c3cccc(NC(=O)c4ccc(F)cc4)c3)nc2c1	.	-3.5	-10.2
CC1ON=C(c2ccc(N(C)C)cc2)NC1=O (stereo not given)	17.6	-5.1	.
Cc1cc(C(=O)N2CC[C@H](O)[C@@H](O)C2)ccc1-n1cccc1	22.0	-4.0	-15.2
Cc1cc2c(cc1-c1c(-c3ccccc3)ncn1CCc1cnc[nH]1)OCO2	9.5	1.5	3.0
COC(=O)C(c1ccc(F)cc1Cl)C1C=CC(NC(=O)c2cccc(OC(F)(F)F)c2)C1 (stereo not given)	4.8	-2.8	-4.5

Further results
compound	NPYLR7 agonist	hcGAS lum	mcGAS inh
N[C@H](CSC(c1ccccc1)(c1ccccc1)c1ccccc1)C(=O)O	7.5	-8.7	.
CCc1noc(CC)c1CC(=O)OC1CCCCC1	0.8	-7.6	.
CC(C)CCn1c(N2CCCCC2)nc2c1c(=O)n(CC(N)=O)c(=O)n2C	1.3	-2.6	-5.3
CC[n+]1ccn(-c2nc3ccccc3nc2NS(=O)(=O)c2ccc(C)cc2)c1	4.1	-3.4	.
C(=C1CCC=C1N1CCOCC1)c1nc2ccccc2[nH]1	9.2	-4.4	.

Whole records, looked up by structure. Screens in order: NPYLR7 agonist, hcGAS lum, mcGAS inh
`CC[n+]1ccn(-c2nc3ccccc3nc2NS(=O)(=O)c2ccc(C)cc2)c1` across the screens: 4.1, -3.4, .
`C(=C1CCC=C1N1CCOCC1)c1nc2ccccc2[nH]1` across the screens: 9.2, -4.4, .
